Rac1 GTP hydrolysis – MgcRacGAP GTPase-activating activity inhibitors, confirmation, biochemical, ADP Hunter fluorescence; MgcRacGAP-stimulated Rac1 GTP hydrolysis, ADP Hunter fluorescence; higher % means a stronger effect; GST-tagged Rac1 F28L mutant substrate; one-dose inhibition, % at 30 µM; IC50 in µM for titrated hits; 340,000 compounds, 0.6% hits; AID 624330;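 active = first-screen hits whose inhibition reached a set limit at any dose in the follow-up dose series; inconclusive = inhibition above the set first-screen limit but never retested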;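 also: fluorescence reports GDP produced by GAP-driven GTP hydrolysis; strong numbers were not always called active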
SV40 large T antigen – SV40 large T antigen inhibitors, biochemical (AID 1903). 310,000 compounds, 0.39% hits. SV40 large T antigen ATPase/helicase inhibition assay; higher % means a stronger effect. one-dose inhibition, % at 20 µM; IC50 in µM for titrated hits; in the data active = a potency from the dose series; inconclusive = inhibition mostly from about 32% at the one dose, without a potency; inactive = the rest, 99 in 100 with inhibition below about 32%; also: strong numbers were not always called active
RSV antiviral HEp-2 – RSV antiviral activity via CPE protection, HEp-2 cells, primary 10 µM value included (AID 2391); HEp-2 cells, RSV-induced CPE inhibition; higher % means a stronger effect; CPE inhibition, % at 10 µM; hits with a dose series show IC50 in µM; 310,000 compounds, 0.13% hits; in the data active = a potency from the dose series; inconclusive = CPE inhibition mostly from about 23% at the one dose, without a potency; inactive = the rest, 99 in 100 with CPE inhibition below about 21%; also: strong numbers were not always called active
Dengue-2 NS5 capping – Dengue-2 NS5 methyltransferase inhibitors, primary screen, biochemical, confirmation dose response (AID 588689); Dengue-2 NS5 methyltransferase capping enzyme assay, biochemical; higher % means a stronger effect; inhibition, % at 25 µM, or IC50 in µM where a hit was titrated; 340,000 compounds, 0.3% hits; in the data active = a potency from the dose series; inconclusive = inhibition above about 29% without an active follow-up result
GPR55 antagonists – inhibition of LPI-stimulated GPR55 beta-arrestin translocation – imaging, U2OS, beta-arrestin-GFP, LPI agonist, primary screen (AID 2013); 290,000 compounds, 0.13% hits; U2OS GPR55 beta-arrestin-GFP translocation imaging, LPI antagonism; higher % means a stronger effect; inhibition, % at 10 µM; hits with a dose series show IC50 in µM;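 active = spots per cell inhibited over 60%, with over 100 cells counted and total cytoplasm intensity under 500,000; inconclusive = wells with under 100 cells, flagged as likely toxic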;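 also: U2OS cells stably carrying GPR55 and arrestin-GFP stimulated by 5 µM LPI near EC80; imaged beta-arrestin-GFP aggregate spots per cell after agonist stimulation; plate controls were LPI-stimulated DMSO wells for no effect and DMSO wells without LPI for full effect; some results filed as inactive read as strong as hits; confirmed hits need IC50 under 10 µM and bright autofluorescent wells are also inconclusive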
HIV peptide binding – cell-free HIV fusion peptide-binding blockers – biochemical, uHTS, fluorescence dequenching, primary screen (AID 1986) | cell-free peptide binding, fluorescence dequenching, 30 min; higher % means a stronger effect | one-dose inhibition, % at 20 µM; IC50 in µM for titrated hits | 290,000 compounds, 0.3% hits; in the data active = inhibition mostly above about 52%, no sharp cut-off; inactive = mostly below about 76%; also: some results filed as inactive read as strong as hits
GPR35 arrestin U2OS – inhibition of zaprinast-stimulated GPR35 beta-arrestin translocation – imaging, U2OS, beta-arrestin-GFP, zaprinast agonist, primary screen (AID 2058); 290,000 compounds, 0.052% hits; one-dose inhibition, % at 10 µM; IC50 in µM for titrated hits; U2OS GPR35 beta-arrestin-GFP translocation imaging, zaprinast antagonism; higher % means a stronger effect;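 active = inhibition of at least 50% with at least 30 cells and total cytoplasm GFP at most 10,000,000; inconclusive = under 30 cells or total GFP of 10,000,000 plus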
Salmonella PhoP GFP – PhoP-dependent GFP reporter repression – Salmonella Typhimurium, primary screen (AID 1863). S. Typhimurium PhoP-regulated promoter GFP reporter, 4 h; higher % means a stronger effect. inhibition, % at 50 µM; hits with a dose series show IC50 in µM. 300,000 compounds, 0.16% hits;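 active = inhibition over 29.93%, a cutoff 3 SD above the screen mean, later confirmed by dose response; inconclusive = inhibition over 29.93% but no dose response follow-up; inactive = inhibition at most 29.93% or unconfirmed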;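 also: 0% = low Mg2+ inducing control and 100% = high Mg2+ repressing control; strong numbers were not always called active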
K1F lysis inhibition – protection from phage-mediated lysis, alamar blue read-out – E. coli UTI89, K1F phage, bacterial capsule biogenesis inhibitors (AID 488966); E. coli UTI89 K1F phage lysis, alamar blue, 2 h; higher % means a stronger effect; inhibition, % at 100 µM, or IC50 in µM where a hit was titrated; 340,000 compounds, 0.02% hits;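 active = phage lysis inhibition, versus mean bacterial control, above a set limit; inconclusive = no clear call, values can overlap the other calls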;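 also: capsule biogenesis inhibitors block K1F phage lysis so surviving cells raise fluorescence; higher fluorescence means more inhibition of phage lysis; actives were called in the ten point dose series up to 300 µM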
Dengue-2 NS5 capping pilot replicate – further read-out of Dengue-2 NS5 capping, marked with its call; inhibition, %; measured here: pilot screen replicate inhibition
* hit, by the source's call; ? = inconclusive; · = no result given; [ ] = dose if it differs, or a comment.

SMILES | Rac1 GTP hydrolysis | SV40 large T antigen | RSV antiviral HEp-2 | Dengue-2 NS5 capping | GPR55 antagonists | HIV peptide binding | GPR35 arrestin U2OS | Salmonella PhoP GFP | K1F lysis inhibition | others
COc1cc(OC)nc(-n2ncc(Br)c(Br)c2=O)n1 | 9% | 8% | -2.5% | -12% | 0% | -0.6% | -3% | -14% | 1.6%[50 µM]
Cc1nn(-c2ccccc2)c(N)c1Sc1cccc([N+](=O)[O-])c1 | -1% | 12% | 19% | 4% | 6% | -0.3% | -6% | 9% | -0.6%
CCOC(=O)C1=C(C)N(CC(C)C)C(=O)/C1=C\c1cccs1 | 7% | 5% | 2.5% | 2% | -9% | -0.2% | -13% | -3% | 1.1%
COc1cc(C(C)=O)ccc1OCC(=O)NCC1(N2CCCCC2)CCCCC1 | 3% | 1% | -0.9% | -6% | -11% | -1.6% | 7% | -6% | -1.1%
CCOC(=O)c1cc(=O)c2ccc(OCC(=O)Nc3ccc(F)cc3)cc2o1 | 5% | 4% | 1.6% | -17% | 12% | 0.2% | -1% | -12% | 0.2%
CN(c1ccccc1C(=O)N1CCOCC1)S(C)(=O)=O | 8% | -2% | 1.9% | · | -3% | 2.3% | 5% | -1% | 0.7%
O=C(COC(=O)c1cc([N+](=O)[O-])ccc1NCc1ccccc1)NCc1ccccc1Cl | 1% | 5% | 4.5% | -1% | 13% | 1.5% | 3% | 2% | 4.4%
O=C1C(=O)N(CCCO)C(c2ccccc2)/C1=C(\O)c1ccc(Br)cc1 (centres undefined) | 10% | 8% | 0.5% | 8% | 1% | -0.2% | 8% | -5% | -1.3%
Cc1nn(-c2ccccc2)c(C)c1/C=N/NC(=O)CSc1nnc(-c2ccccc2)n1-c1ccc(Cl)cc1 | 11% | 25% | 18% | 4% | -11% | -1.3% | -10% | -5% | 0.2%
C/C(=N\NC(=O)COc1ccc(C(C)(C)C)cc1)c1ccc2c(c1)OCCO2 | 4% | 2% | 14% | -2% | -2% | 0.2% | -3% | -15% | -0.6%[50 µM]
COc1ccc(-c2csc(N(CCCN(C)C)C(=O)c3ccc(C)cc3)n2)cc1 | 14% | 11% | 0.3% | -7% | -12% | -0.7% | 5% | -5% | 0.8%
O=C(NCc1cccc(Cl)c1)c1ccc(CS(=O)Cc2ccc(Cl)cc2)o1 (centres undefined) | 8% | 16% | ? | -14% | 12% | 2.3% | -9% | -3% | 0.0%
Cc1cccc(Nc2nc(N)nc(-c3oc4ccccc4c3C)n2)c1 | 15% | 2% | -0.8% | -7% | -6% | -1.2% | -3% | -6% | 0.4%
O=C1C(=O)N(CCCN2CCOCC2)C(c2ccc(F)cc2)/C1=C(/O)c1ccccc1 (centres undefined) | 6% | 7% | 2.8% | -1% | 1% | -1.3% | -5% | -8% | 0.1%
CN(/N=C/c1ccco1)C1=NS(=O)(=O)c2ccccc21 | 7% | -124% | -2.0% | -9% | 8% | 2.9% | -10% | -2% | -1.6%
O=C(/C=C/c1ccccc1)OCc1cncs1 | 4% | 9% | 5.2% | 0% | -10% | 2.2% | 4% | 5% | -0.1%
O=C(/C=C/c1ccc2c(c1)OCO2)N1CCN(c2ccccc2F)CC1 | 8% | -52% | 1.9% | -3% | 2% | -0.4% | -3% | 38% | 7.2%
O=C(c1cc(COc2ccc(F)cc2Cl)on1)N1CCCC(c2ccccc2)C1 (centres undefined) | -1% | 6% | 8.2% | -1% | 9% | -1.3% | 5% | -2% | -4.3%
COc1ccc(CCNC(=O)c2nonc2N)cc1 | 3% | 2% | 2.1% | 0% | -4% | 3.0% | 1% | 1% | 0.1%
Cc1csc(SC(C)C(=O)Nc2ccccc2C)n1 (centres undefined) | -4% | · | 1.3% | 4% | · | · | · | · | 0.3%[50 µM]
CC(C)OCCCNC(=O)C1CCN(S(=O)(=O)N2CCCC2)CC1 | 2% | 3% | 4.2% | -7% | -1% | -0.7% | -4% | 12% | -1.3%
Cc1ccc(-n2nnnc2SCC(=O)Nc2sc(C)c(C)c2C#N)cc1C | 2% | 19% | 0.9% | -3% | 17% | 3.6% | -3% | 4% | 3.6%
N#CCC(=O)N/N=C/c1cccc(Oc2ccccc2)c1 | 3% | 4% | -0.8% | -4% | 0% | -1.9% | 7% | -2% | 0.2%
CCOC(=O)[C@H]1[C@H]2COc3ccc(Cl)cc3[C@@H]2N2C(=O)CN(Cc3ccc(C)cc3)C(=O)[C@@]12C | 10% | · | -0.6% | -5% | · | · | · | · | 1.6%
C=CCSc1nc(O)c(CC)c(=O)n1C(C)CC (centres undefined) | 19% | 7% | 0.7% | -1% | 5% | -1.6% | 9% | -6% | -0.3%
CN1C(=O)N(C)C2C1N(C)S(=O)(=O)N2C (centres undefined) | 10% | 4% | 1.2% | 3% | 6% | -0.5% | -11% | 3% | 2.1%
CCCNc1nc(C)cc(-c2cc(-c3ccc(Cl)cc3)on2)n1 | 12% | 10% | 0.7% | 2% | 4% | 1.6% | -3% | -8% | 0.7%
FC(F)(F)c1cc(Oc2ccccc2)nc(-c2ccccn2)n1 | 11% | 2% | 1.5% | -5% | 25% | -1.2% | 19% | 2% | 0.2%
CCCn1nc(NS(=O)(=O)c2ccccc2)c2cc3ccccc3nc21 | 6% | 8% | 1.2% | 4% | -8% | 3.0% | 1% | 3% | 2.2%
COc1ccc(-c2csc3ncnc(N4CCN(S(=O)(=O)c5ccccc5C#N)CC4)c23)cc1 | 7% | 14% | 5.5% | -1% | 7% | 1.7% | -4% | 1% | -0.1%
COc1ccc(OC)c(NC(=O)c2cc(S(=O)(=O)N(C)C)ccc2N2CCCC2)c1 | 0% | 23% | 0.8% | 3% | · | · | · | 6% | 0.8%[50 µM]
Cc1ccc2nc(/C(C#N)=C\c3ccc(Oc4ccc([N+](=O)[O-])cn4)cc3)[nH]c2c1 | 2% | 3% | 0.3% | -1% | -5% | 16% | · | 1% | -0.2%
CCCCOC(=O)n1c(=S)oc2cc(Cl)ccc21 | 15% | -4% | 0.9% | 6% | -4% | 4.0% | 8% | 6% | -2.1%
O=C(O)/C(=C\c1ccco1)NC(=O)c1cccc2ccccc12 | 8% | 30% | 1.5% | 6% | 6% | 25% | -2% | -14% | 3.8%
Cc1ccc(-c2nnc(CSc3nncn3N)o2)cc1 | 1% | 21% | 2.4% | 2% | 7% | -0.5% | 22% | -6% | 0.3%
O=C(N/N=C/c1ccsc1)c1ccc2ccccc2n1 | 12% | 4% | 0.8% | 0% | -6% | -1.7% | -10% | -4% | -0.7%
COc1ccc(-n2c(SCC(=O)c3c(N)n(C)c(=O)n(C)c3=O)nc3ccccc32)cc1 | 7% | 3% | 1.7% | -3% | 0% | -0.8% | 2% | -11% | 0.3%
NC(=O)NOCc1c(F)cccc1Cl | · | 0% | 0.3% | · | 8% | -1.5% | -16% | 0% | ·
COc1ccc(-c2sc3cc4c(cc3c2C#CC2(O)CCCCC2)OCO4)cc1 | 8% | · | 2.0% | -1% | · | · | · | · | 0.6%
CC1Cc2ccccc2N1S(=O)(=O)c1cnc(Cl)c(Cl)c1 (centres undefined) | 7% | 4% | 2.4% | -7% | 10% | -0.7% | 10% | -2% | 0.5%
COC(=O)COc1ccccc1/C=C1/NC(=O)NC1=O | 7% | 4% | 3.6% | 0% | 11% | 2.8% | 3% | 6% | 2.0%
O=C1C=C(c2cccc3c2sc2ccccc23)C[C@@H](c2ccc(Cl)cc2)C1 | 8% | · | 2.5% | 0% | · | · | · | · | 2.5%
COc1cc(/C=N/NC(=O)COc2ccc(-n3cnnn3)cc2)ccc1OCC(N)=O | 8% | 6% | · | 2% | 3% | 2.2% | 5% | -4% | 0.6%
CSc1ccccc1C(=O)N1CCCCC1 | 3% | 10% | 1.3% | 1% | 3% | 1.8% | 5% | 2% | -0.3%
CCNc1ccc(C(=O)OCC(=O)NCc2ccc(C)cc2)cc1[N+](=O)[O-] | 8% | 0% | 1.5% | -1% | 4% | -1.2% | -15% | -8% | 1.1%
N=c1c(C(=O)NC2CCCC2)cc2c(=O)n3ccccc3nc2n1C1CCCC1 | 9% | 1% | -0.3% | 20% | 9% | 2.3% | 22% | -6% | 0.0% | Dengue-2 NS5 capping pilot replicate=13
O=C(Cc1c(Cl)cccc1Cl)Nc1ccncc1Cl | 5% | 4% | 2.2% | 1% | -3% | 0.7% | 2% | -7% | 1.4%[50 µM]
Cc1cc(C(=O)O)oc(=O)c1 | 6% | -3% | 3.0% | 2% | 2% | -1.6% | 1% | -6% | 1.2%
Cc1nc(SCC(=O)Nc2ccc3c(c2)OCO3)c(C#N)c2c1CCCC2 | 5% | 4% | 2.2% | -5% | 5% | -1.7% | -3% | -13% | 6.2%
Cc1ccc(-c2noc(CSc3nnc(Cc4cccs4)n3-c3ccccc3)n2)cc1 | 8% | 6% | 13% | 1% | 17% | -1.2% | -5% | 10% | -0.6%
CCOC(=O)c1c(NC(=O)CSc2ncccn2)sc(C(=O)NC)c1C | 2% | 30% | 0.8% | -15% | · | · | · | -10% | 1.5%[50 µM]
CCc1nnc(NC(=O)NCN2C(=O)C3C4C=CC(C4)C3C2=O)s1 (centres undefined) | 7% | -2% | 0.6% | 1% | -5% | 1.3% | 10% | 0% | 2.4%
O=Cc1cn(CC(O)Cn2cc(C=O)c3ccccc32)c2ccccc12 | 6% | 3% | 1.4% | -1% | 2% | 0.5% | 25% | 6% | 0.5%
O=C(OCC(=O)N1CCN(C(=O)c2ccco2)CC1)c1cccc(O)c1 | 7% | -3% | -0.4% | 3% | 6% | -0.3% | -4% | -2% | 2.1%[50 µM]
Cc1ccc(Nc2ccc(S(=O)(=O)N3CCOCC3)cc2[N+](=O)[O-])cc1C | 1% | -4% | 7.2% | -1% | 2% | 0.3% | -1% | -8% | 4.6%
COc1ccccc1NCCC(=O)O | 11% | 26% | -0.9% | 5% | 20% | -1.5% | -3% | -9% | 2.4%
Cc1nn(-c2ccccc2)c(C)c1NC(=O)COC(=O)c1cccc(OC(F)F)c1 | 3% | 10% | -1.9% | -2% | · | · | · | -3% | 0.9%[50 µM]
CN1CCN(c2nc3c(c(=O)[nH]c(=O)n3C)n2Cc2ccc(Cl)cc2)CC1 | 6% | 10% | 2.0% | 1% | 9% | -1.0% | -10% | 1% | 0.2%

Compound activity: PubChem BioAssay, several laboratories

Not a hit list (roughly 1.5% active in at least one column).
